TRHR agonist = activates the human TRH receptor; TRHR cells, calcium flux fluo-8, FDSS agonist mode; P34981; AID 493084; 0.18% of 360,000 active; activation, % at 2 µM; note: 0% is about no effect
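TRHR-expressing cells loaded with fluo-8 calcium dye; 23 nL library compound pin-transferred, kinetic FDSS fluorescence (Ex 480/Em 530) recorded about 180 s for agonist-induced calcium release, before a 10 nM TRH EC20 addition for potentiator mode.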
D2 potentiator = D2 dopamine receptor (human) potentiation; P14416; HEK293 T-REx D2, calcium flux, EC20 dopamine potentiation; potentiation, % at 10 µM; 0.34% of 340,000 active; AID 485347;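 active = potentiation over 3 SD above the plate norm, cut at about 30% in these data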; note: 0% is about no effect
Target sequence (P14416 whole entry, looked up): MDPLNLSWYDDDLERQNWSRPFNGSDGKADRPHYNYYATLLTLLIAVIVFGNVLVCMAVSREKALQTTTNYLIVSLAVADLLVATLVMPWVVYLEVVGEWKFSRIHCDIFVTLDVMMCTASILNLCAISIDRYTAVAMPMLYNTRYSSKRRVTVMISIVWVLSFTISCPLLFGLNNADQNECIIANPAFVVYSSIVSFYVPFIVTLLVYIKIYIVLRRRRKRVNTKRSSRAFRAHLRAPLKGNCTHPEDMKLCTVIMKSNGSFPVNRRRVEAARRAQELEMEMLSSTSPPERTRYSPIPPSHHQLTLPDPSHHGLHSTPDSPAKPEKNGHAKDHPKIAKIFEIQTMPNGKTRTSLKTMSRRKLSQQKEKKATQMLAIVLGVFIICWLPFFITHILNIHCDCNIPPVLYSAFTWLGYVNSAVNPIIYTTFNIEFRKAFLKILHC
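Tetracycline-induced Hek293 Trex D2 cells, force-coupled to calcium, loaded with no-wash calcium dye. Compound added with 180 s kinetic read for agonism, then EC20 dopamine and a further 180 s read for potentiation.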
D1 potentiator = human D1 dopamine receptor positive modulation. 0.036% of 360,000 active. potentiation, % at 10 µM. AID 504651. HEK293 TREx D1 cells, calcium flux, dopamine EC20 potentiation. P21728; in the data active = potentiation above about 30%; note: 0% is about no effect
Target sequence (P21728 whole entry, looked up): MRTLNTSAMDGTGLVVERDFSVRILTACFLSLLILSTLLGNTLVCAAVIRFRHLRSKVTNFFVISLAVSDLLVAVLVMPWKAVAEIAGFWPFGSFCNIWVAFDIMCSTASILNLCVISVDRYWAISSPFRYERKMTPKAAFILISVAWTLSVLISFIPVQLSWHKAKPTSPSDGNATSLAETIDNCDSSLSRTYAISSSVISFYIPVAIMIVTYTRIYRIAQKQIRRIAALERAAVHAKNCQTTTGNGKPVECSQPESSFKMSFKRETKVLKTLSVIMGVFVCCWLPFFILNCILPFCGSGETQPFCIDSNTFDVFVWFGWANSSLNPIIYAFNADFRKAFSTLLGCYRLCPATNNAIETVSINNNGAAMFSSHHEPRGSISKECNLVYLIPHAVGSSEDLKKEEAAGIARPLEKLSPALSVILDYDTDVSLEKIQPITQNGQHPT
D1 antagonist = antagonists of human D1 dopamine receptor | HEK293 TREx D1 cells, calcium flux, dopamine EC80; active compounds read low | activity change, negative = inhibition, % at 10 µM | P21728 | 3.2% of 360,000 active; in the data active = activity change below about -30%; note: % is set by controls: 0 for no effect and ±100 for the full control effect
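Cells carrying a force-coupled, tetracycline-inducible human D1 receptor report calcium flux. Each well gets a 10 s baseline, compound with 180 s monitoring, then an EC80 dopamine stimulus with a second 180 s kinetic read.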
TRHR enhancer = allosterically enhances the human TRH receptor; TRHR cells, fluo-8 calcium fluorescence, EC20 TRH enhancement; enhancement, % at 2 µM; 0.66% of 360,000 active; AID 493056; in the data active = enhancement above about 30%; note: 0% is about no effect
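Enhancer read-out: after compound pinning and an initial kinetic agonist-mode read, an EC20 of TRH (10 nM final) was injected and fluo-8 calcium signal (Ex 480/Em 530) followed at 1 s/cycle for 100 cycles in TRHR-expressing cells.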
D2 ag = agonists of human D2 dopamine receptor. HEK293 T-REx D2 cells, calcium flux agonist mode. activation, % at 2 µM. 0.53% of 340,000 active;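 active = activation over 3 SD above normal in the single-dose calcium agonist read, cut at about 30% in these data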; note: 0% is about no effect
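Calcium-flux readout, 1 cycle/sec over 180 s following compound pin transfer, in inducible HEK293 Trex D2 cells (force-coupled); dopamine controls included. Positive calcium responses during this window marked compounds as potential agonists.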
RXFP1 antag = blocks the human relaxin receptor RXFP1; HEK293-RXFP1, relaxin-stimulated cAMP HTRF, 30 min; active compounds read low; AID 1259400; activity change, negative = inhibition, % at 57.5 µM; 0.59% of 350,000 active;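 active = activity change of -60% or lower, but not beyond a set lower limit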; note: % is set by controls: 0 for no effect and ±100 for the full control effect
D1 ag = agonists of human D1 dopamine receptor; HEK293 T-REx D1 cells, calcium flux, agonist mode; activation, % at 2 µM; 1% of 360,000 active; note: 0% is about no effect
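Inducible HEK293 T-REx D1 cells, force-coupled to calcium signalling, were plated at 4000 cells/well with tetracycline and held overnight at 30 C. After no-wash calcium dye loading, compound-evoked calcium rise over 180 s flagged agonists.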
D2 antagonist = antagonists of human D2 dopamine receptor | P14416 | HEK293 TREx D2 cells, calcium flux, dopamine EC80 | inhibition, % at 10 µM | 2% of 340,000 active; in the data active = inhibition above about 30%; note: 0% is about no effect
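In this primary screen, negative modulation is detected by tracking calcium flux after an EC80 dopamine challenge in inducible HEK293 T-REx D2 cells preexposed to test compound for 180 s.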
Numbers without * were called inactive. Cut-off read from the data, not from the text of the source, unless noted: active = activation above about 30%; inactive = the rest.

How did Cc1ccc2c(n1)sc1c(-c3ccccc3)c(C#N)c(N)nc12 do in these assays?
TRHR agonist: 0.5; D2 potentiator: 15; D1 potentiator: -3; D1 antagonist: -11; TRHR enhancer: 5; D2 ag: -0.4; RXFP1 antag: -2; D1 ag: 1; D2 antagonist: -15

How did Cc1ccccc1Cn1ccc(NC(=O)c2nn3cccnc3c2Cl)n1 do in these assays?
TRHR agonist: -0.3; D2 potentiator: 0; D1 potentiator: -3; D1 antagonist: 13; TRHR enhancer: 1; D2 ag: 0.7; RXFP1 antag: -28; D1 ag: 0; D2 antagonist: -5

Results for CC1=C(C(=O)Nc2cccc(C)n2)C(c2ccc3c(c2)OCO3)C2=C(CC(c3ccco3)CC2=O)N1 (stereo not drawn) ?
TRHR agonist: -1.1; D2 potentiator: 1; D1 potentiator: -5; D1 antagonist: -3; TRHR enhancer: -10; D2 ag: -0.3; RXFP1 antag: -6; D1 ag: 0; D2 antagonist: -3

Results for Cc1ccc(C)c(S(=O)(=O)N2CCN(C(=O)c3cc(S(=O)(=O)NCc4ccccc4)ccc3C)CC2)c1 ?
TRHR agonist: 2.0; D2 potentiator: 3; D1 potentiator: -5; D1 antagonist: -30; TRHR enhancer: -10; D2 ag: 0.9; RXFP1 antag: 4; D1 ag: 4; D2 antagonist: 2

How did CCOC(=O)C1=C(C)NC(=O)NC1c1ccc(OC(=O)c2ccco2)cc1 (stereo not drawn) do in these assays?
TRHR agonist: -0.7; D2 potentiator: 7; D1 potentiator: -9; D1 antagonist: -3; TRHR enhancer: -2; D2 ag: -0.3; RXFP1 antag: -17; D1 ag: -1; D2 antagonist: 10

What do the screens show for `O=C(CNC1CCCCC1)Nc1ccc([N+](=O)[O-])cc1C(=O)Nc1ccccc1F`?
TRHR agonist: -0.8; D1 potentiator: -6; D1 antagonist: -15; TRHR enhancer: -5; RXFP1 antag: -3; D1 ag: 3

How did COc1ccc(-n2cc(-c3ccc(OC(F)F)cc3)[n+]3c2CCCCC3)cc1 do in these assays?
TRHR agonist: 0.4; D2 potentiator: 0; D1 potentiator: 12; D1 antagonist: 10; TRHR enhancer: 5; D2 ag: -0.5; RXFP1 antag: -2; D1 ag: 2; D2 antagonist: 0

Results for O=C(Nc1ccc(Cl)c(Cl)c1)c1ccc(Cn2c(=O)[nH]c3ccsc3c2=O)cc1 ?
TRHR agonist: 0.0; D2 potentiator: 3; D1 potentiator: -1; D1 antagonist: 10; TRHR enhancer: -4; D2 ag: -0.4; RXFP1 antag: -10; D1 ag: 2; D2 antagonist: -9

Results for Brc1ccc(NC(c2ccccc2)c2ccncc2)cc1 (stereo not drawn) ?
TRHR agonist: 0.2; D2 potentiator: 0; D1 potentiator: 2; D1 antagonist: 2; TRHR enhancer: 7; D2 ag: 0.4; RXFP1 antag: 12; D1 ag: 0; D2 antagonist: 9

How did COc1cccc(NC(=O)Nc2cc(NC(=O)Nc3cccc(OC)c3)c(C)nc2C)c1 do in these assays?
TRHR agonist: 0.5; D2 potentiator: -5; D1 potentiator: -2; D1 antagonist: 2; TRHR enhancer: 3; D2 ag: -0.1; RXFP1 antag: 13; D1 ag: -1; D2 antagonist: -11

What do the screens show for `C=CCOc1ccccc1CNCc1cccnc1`?
TRHR agonist: 0.1; D2 potentiator: -16; D1 potentiator: 2; D1 antagonist: -2; TRHR enhancer: 1; D2 ag: 0.4; RXFP1 antag: -6; D1 ag: 2; D2 antagonist: 17

Results for COCCOC(=O)C1=C(C)NC2=C(C(=O)CCC2)C1c1cc2c(cc1Br)OCO2 (stereo not drawn) ?
TRHR agonist: 0.7; D2 potentiator: 7; D1 potentiator: -5; D1 antagonist: -3; TRHR enhancer: 13; D2 ag: -0.1; RXFP1 antag: -4; D1 ag: 1; D2 antagonist: 21

Results for CC1=C(C(=O)OCCOC(C)C)C(c2cc3c(cc2Br)OCO3)CC(=O)N1 (stereo not drawn) ?
TRHR agonist: -0.3; D2 potentiator: -4; D1 potentiator: -7; D1 antagonist: -6; TRHR enhancer: -1; D2 ag: -1.7; RXFP1 antag: -4; D1 ag: 5; D2 antagonist: -9

How did CC(C)CCNC(=O)c1ccccc1SCC(=O)NC1CCCCCCC1 do in these assays?
TRHR agonist: -2.0; D2 potentiator: 10; D1 potentiator: -4; D1 antagonist: -22; TRHR enhancer: -10; D2 ag: 0.4; RXFP1 antag: -1; D1 ag: 0; D2 antagonist: -17

What do the screens show for `CCOc1ccccc1C1N(c2ccc(F)cc2)C(=O)C2CCCN21` (stereo not drawn)?
TRHR agonist: 0.0; D2 potentiator: -1; D1 potentiator: 0; D1 antagonist: -4; TRHR enhancer: -5; D2 ag: -0.2; RXFP1 antag: -12; D1 ag: 1; D2 antagonist: 1

Results for Cc1onc(-c2c(Cl)cccc2Cl)c1C(=O)N1C=CC(C(F)(F)F)=NCC1 ?
TRHR agonist: 0.2; D2 potentiator: 0; D1 potentiator: -4; D1 antagonist: -5; TRHR enhancer: 3; D2 ag: 0.4; RXFP1 antag: -11; D1 ag: 2

Results for O=c1cc(O)c2sc3nc(-c4ccccc4)cc(C(F)(F)F)c3c2[nH]1 ?
TRHR agonist: 0.0; D2 potentiator: -8; D1 potentiator: -8; D1 antagonist: -2; TRHR enhancer: 2; D2 ag: -1.5; RXFP1 antag: 7; D1 ag: 56*; D2 antagonist: 22

How did CCOC(=O)C1(Cc2cccc(F)c2)CCN(Cc2c(C)nn(CC)c2C)CC1 do in these assays?
TRHR agonist: 0.7; D2 potentiator: -7; D1 potentiator: -4; D1 antagonist: -2; TRHR enhancer: 4; D2 ag: 0.3; RXFP1 antag: 0; D1 ag: 3; D2 antagonist: -3

Results for Cc1cc(OCC(=O)NC2CC2)c2c(C)cc(=O)oc2c1 ?
TRHR agonist: -0.4; D2 potentiator: 8; D1 potentiator: -3; D1 antagonist: 7; TRHR enhancer: 0; D2 ag: 0.0; RXFP1 antag: 1; D1 ag: 1; D2 antagonist: -6

What do the screens show for `O=C(Nc1ncc(Cc2ccccc2)s1)C1=NCCN1`?
TRHR agonist: -0.1; D2 potentiator: 0; D1 potentiator: 5; D1 antagonist: 16; TRHR enhancer: 19; D2 ag: 0.4; RXFP1 antag: -7; D1 ag: 3; D2 antagonist: 4

Random excerpt: 4 records from the list
How did COc1ccc(-n2cc(-c3ccc(OC(F)F)cc3)[n+]3c2CCCCC3)cc1 do in these assays?
TRHR agonist: 0.4; D2 potentiator: 0; D1 potentiator: 12; D1 antagonist: 10; TRHR enhancer: 5; D2 ag: -0.5; RXFP1 antag: -2; D1 ag: 2; D2 antagonist: 0

How did Cc1ccc2c(n1)sc1c(-c3ccccc3)c(C#N)c(N)nc12 do in these assays?
TRHR agonist: 0.5; D2 potentiator: 15; D1 potentiator: -3; D1 antagonist: -11; TRHR enhancer: 5; D2 ag: -0.4; RXFP1 antag: -2; D1 ag: 1; D2 antagonist: -15

What do the screens show for `C=CCOc1ccccc1CNCc1cccnc1`?
TRHR agonist: 0.1; D2 potentiator: -16; D1 potentiator: 2; D1 antagonist: -2; TRHR enhancer: 1; D2 ag: 0.4; RXFP1 antag: -6; D1 ag: 2; D2 antagonist: 17

Results for Cc1ccc(C)c(S(=O)(=O)N2CCN(C(=O)c3cc(S(=O)(=O)NCc4ccccc4)ccc3C)CC2)c1 ?
TRHR agonist: 2.0; D2 potentiator: 3; D1 potentiator: -5; D1 antagonist: -30; TRHR enhancer: -10; D2 ag: 0.9; RXFP1 antag: 4; D1 ag: 4; D2 antagonist: 2

Following part.
How did COc1cc(-c2nnc(COC(=O)c3cc(C)no3)o2)cc(OC)c1OC do in these assays?
TRHR agonist: -0.2; D2 potentiator: -5; D1 potentiator: 4; D1 antagonist: 8; TRHR enhancer: -5; D2 ag: 0.1; RXFP1 antag: 4; D1 ag: 1; D2 antagonist: -1

How did CCOc1ccccc1NC(=O)NNC(=O)c1ccc2ccccc2c1 do in these assays?
TRHR agonist: -0.7; D2 potentiator: -8; D1 potentiator: -1; D1 antagonist: 20; TRHR enhancer: 6; D2 ag: -0.8; RXFP1 antag: -14; D1 ag: 5; D2 antagonist: 15

How did O=C(Nc1ccccc1C(=O)N1CCCC1)c1ncoc1-c1cccc(Cl)c1 do in these assays?
TRHR agonist: 0.6; D2 potentiator: 3; D1 potentiator: -5; D1 antagonist: 15; TRHR enhancer: -1; D2 ag: -0.1; RXFP1 antag: -8; D1 ag: 3; D2 antagonist: 17

Results for COc1ccc(C(=O)CN2C(=O)NC3(CCCCCC3)C2=O)c(OC)c1 ?
TRHR agonist: -0.2; D2 potentiator: 4; D1 potentiator: -3; D1 antagonist: 38; TRHR enhancer: 5; D2 ag: 1.4; RXFP1 antag: 2; D1 ag: 2; D2 antagonist: 6

What do the screens show for `O=c1cc(-c2ccccc2)c2c([nH]1)CCCC2`?
TRHR agonist: -0.2; D2 potentiator: 26; D1 potentiator: -2; D1 antagonist: 3; TRHR enhancer: 8; D2 ag: -2.4; RXFP1 antag: -28; D1 ag: 1; D2 antagonist: -13

Results for CC1CCN(c2[nH]c(=S)c(C#N)c3c2CCCC3)CC1 ?
TRHR agonist: 0.3; D2 potentiator: 17; D1 potentiator: -3; D1 antagonist: 2; TRHR enhancer: -4; D2 ag: 0.0; RXFP1 antag: -9; D1 ag: 8; D2 antagonist: -15

What do the screens show for `CC(=O)Nc1cccc(NC(=O)CSc2nc(=O)n(CCN3CCOCC3)c3c2CCCC3)c1`?
TRHR agonist: 0.0; D2 potentiator: -3; D1 potentiator: -8; D1 antagonist: 11; TRHR enhancer: 16; D2 ag: 0.4; RXFP1 antag: -7; D1 ag: 2; D2 antagonist: 8

What do the screens show for `COCC(=O)Nc1ccc([N+](=O)[O-])cc1OC`?
TRHR agonist: -0.1; D2 potentiator: 13; D1 potentiator: 1; D1 antagonist: -3; TRHR enhancer: -1; D2 ag: -0.5; RXFP1 antag: -8; D1 ag: -1; D2 antagonist: 0

What do the screens show for `Nc1nc(Nc2cccc(F)c2)nc2ccccc12`?
TRHR agonist: 0.3; D2 potentiator: -10; D1 potentiator: -7; D1 antagonist: -12; TRHR enhancer: -1; D2 ag: 0.2; RXFP1 antag: 3; D1 ag: 1; D2 antagonist: -7

Results for CC(=O)N1CCCc2cc(S(=O)(=O)Nc3ccc(OC(F)(F)F)cc3)ccc21 ?
TRHR agonist: 0.4; D2 potentiator: -20; D1 potentiator: -6; D1 antagonist: -19; TRHR enhancer: 0; D2 ag: 1.5; RXFP1 antag: -25; D1 ag: 11

What do the screens show for `Clc1cccc(/C(Cc2nc3ccccc3[nH]2)=N\Nc2ccccc2)c1`?
TRHR agonist: 0.4; D2 potentiator: -2; D1 potentiator: 0; D1 antagonist: 3; TRHR enhancer: -3; D2 ag: 1.0; RXFP1 antag: 19; D1 ag: 1; D2 antagonist: -7

Screening data (PubChem)

Outcome played no part in choosing rows; about 7.3% have a hit in one of these screens.
